DUSP3 inh – VHR1 phosphatase inhibitors, primary screen, biochemical, absorbance, uHTS; Dual specificity protein phosphatase 3 (Homo sapiens), P51452; recombinant VHR phosphatase, pNPP absorbance; inhibition, % at 13.3 µM; hit rate 0.52% among 290,000; in the data active = inhibition above about 50%; also: some compounds called inactive have numbers as strong as hits
Target sequence (P51452 whole entry, looked up): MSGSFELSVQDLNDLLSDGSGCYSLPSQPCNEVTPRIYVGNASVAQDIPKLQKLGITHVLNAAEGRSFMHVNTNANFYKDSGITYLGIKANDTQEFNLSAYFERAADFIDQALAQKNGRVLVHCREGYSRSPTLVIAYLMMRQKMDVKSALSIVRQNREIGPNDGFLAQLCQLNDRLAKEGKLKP
Anthrax LF inh2 – Bacillus anthracis LF protease inhibitors, primary screen, biochemical, multiplex microsphere, MLPCN library; Lethal factor (Bacillus anthracis), P15917; multiplex microsphere protease cleavage assay; inhibition, % at 10 µM; hit rate 0.12% among 360,000; AID 588501, 2011; in the data active = inhibition above about 30%; also: plate controls were buffer without enzyme for full effect and enzyme alone for no effect
SARS 3CLpro inh – SARS-CoV 3CLpro protease inhibitors, primary screen, biochemical, quenched FRET; hit rate 0.14% among 290,000; inhibition, % at 6 µM; AID 1706, 2009; recombinant SARS-CoV 3CLpro, quenched FRET peptide cleavage; Replicase polyprotein 1ab (Severe acute respiratory syndrome coronavirus), P0C6X7; in the data active = inhibition above about 12%
BH1578 lux ind – inducers of Vibrio cholerae quorum light production without autoinducers, primary screen, BH1578 luxS cqsA deficient, single point. V. cholerae BH1578 lux reporter, luminescence, 6 h. activation, % at 18.7 µM. hit rate 0.16% among 350,000. AID 588436, 2011; in the data active = activation mostly above about 9.7%, no sharp cut-off; also: not every result past the cut was called active; inactives centre near 0; reference of the scale not given here
TcdB GH inh – TcdB glycohydrolase inhibitors, primary screen, biochemical, single point, plate reader | inhibition, % at 9.99 µM | hit rate 0.24% among 350,000 | AID 652162, 2013 | Toxin B (Clostridioides difficile), P18177 | TcdB glycohydrolase enzymatic assay; in the data active = inhibition above about 10%
PfHsp40 rescue – rescue of yeast from PfHsp40 toxicity, primary screen, S. cerevisiae, ATP luminescence; hit rate 0.68% among 340,000; AID 504582, 2011; growth rescue, % at 12.5 µM; S. cerevisiae expressing PfHsp40, growth rescue; in the data active = growth rescue above about 28%, passing the limit was not always enough;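 also: yeast W303a lacking pdr1 and pdr3 grown in galactose medium; growth measured after three days at 30 °C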
SSB-PriA inh – inhibitors of Klebsiella pneumoniae PriA binding to SSB C-terminal tail, primary screen, biochemical, AlphaScreen. PriA–SSB C-terminal tail interaction (Klebsiella pneumoniae). hit rate 0.6% among 430,000. AlphaScreen SSBct-PriA binding, biotinylated peptide. inhibition, % at 33 µM; in the data active = inhibition mostly above about 37%, no sharp cut-off; inactive = mostly below about 20%;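 also: plate controls were negative control peptide for no effect and reference peptide for full effect; strong numbers were not always called active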
Y pestis TopoI – Yersinia pestis topoisomerase I inhibitors, primary screen, biochemical, cleavage product accumulation, plate reader, single point; Y. pestis Topo-I cleavage product accumulation; activity, % at 10 µM; hit rate 0.064% among 360,000; in the data active = activity above about 50%, passing the limit was not always enough; also: inactives centre near 2
MazEF act – activators of E. coli MazEF toxin-antitoxin RNase, primary screen, biochemical, fluorescence, uHTS | Endoribonuclease toxin MazF (Escherichia coli (strain K12)), P0AE70 | FAM/BHQ RNA-DNA oligo cleavage fluorescence, 5 h | activation, % at 20 µM | hit rate 0.32% among 350,000 | AID 504720, 2011; in the data active = activation above about 50%
Target sequence (P0AE70 whole entry, looked up): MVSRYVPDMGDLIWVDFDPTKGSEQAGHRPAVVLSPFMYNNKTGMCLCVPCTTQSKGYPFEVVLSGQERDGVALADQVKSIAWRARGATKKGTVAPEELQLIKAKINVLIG
Rv3671c inh – Rv3671c serine protease inhibitors, primary screen, biochemical, fluorescence polarization, M. tuberculosis H37Rv; AID 2606, 2010; inhibition, % at 5.96 µM; P9WHR9; hit rate 0.048% among 320,000; in the data active = inhibition above about 38%;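 also: extracellular domain of Rv3671c used as enzyme; 0% = enzyme with DMSO and 100% = no enzyme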
Target sequence (P9WHR9 whole entry, looked up, the tested form may be a part): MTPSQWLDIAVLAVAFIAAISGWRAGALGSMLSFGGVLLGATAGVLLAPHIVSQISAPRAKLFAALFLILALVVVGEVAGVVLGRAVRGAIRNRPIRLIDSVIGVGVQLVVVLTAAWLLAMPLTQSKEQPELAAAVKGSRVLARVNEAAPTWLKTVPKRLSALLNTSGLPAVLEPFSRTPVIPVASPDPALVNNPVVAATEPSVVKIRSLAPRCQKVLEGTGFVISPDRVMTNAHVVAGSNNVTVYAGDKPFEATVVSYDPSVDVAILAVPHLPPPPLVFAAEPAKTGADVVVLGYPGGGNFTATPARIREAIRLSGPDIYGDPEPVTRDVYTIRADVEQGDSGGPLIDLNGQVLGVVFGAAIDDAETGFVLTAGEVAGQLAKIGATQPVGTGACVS
The depositor's hits bear a star; i = inactive; . = not tested or not shown; & = joins results of further samples; ! = not active in a repeat.

SMILES	DUSP3 inh	Anthrax LF inh2	SARS 3CLpro inh	BH1578 lux ind	TcdB GH inh	PfHsp40 rescue	SSB-PriA inh	Y pestis TopoI	MazEF act	Rv3671c inh
COc1cc(NC(=O)c2ccc(Br)cc2)c(OC)cc1NC(=O)c1ccccc1	-4	-6	3	-0.1	2.5	-1.0	-5	-7	-2	3
Cc1cccc(OCCn2c(CCCO)nc3ccccc32)c1	1	-1	2	-1.6	.	0.8	-1	4	10	-5
N#CC1=C(N)Oc2cc(N)ccc2C1c1ccccc1F (stereo not drawn)	21	-4	0	0.1	1.1	0.4	8	-5	-27	-20
O=C(c1ccc(Cl)cc1)C1CCCN(C(=O)c2csnn2)C1 (stereo not drawn)	26	1	0	-0.5	1.1	2.0	-27	-4	14	2
CCC(C)c1ccccc1NC(=O)C(C)OC(=O)c1ccco1 (stereo not drawn)	.	1	.	-0.3	1.7	0.8	9	-5	4	6
CCOc1ccccc1NC(=O)COC(=O)CN(C)S(=O)(=O)c1ccc(C)cc1	-7	2	5	i	.	-1.5	-30	16	5	11
COc1ccc(OCC(=O)NNC(=O)C2CCCO2)cc1 (stereo not drawn)	2	-1	0	i	.	-1.4	-7	5	4	4
Cc1ccc(S(=O)(=O)N2CCC(C(=O)Nc3ccc(S(=O)(=O)N4CCCC4)cc3)CC2)cc1C	.	1	.	1.2	-0.3	0.3	-12	27	5	-24
O=C(COc1ccc2ccccc2c1Br)Nn1cnnc1	-6	1	-2	2.2	.	-1.6	-12	5	5	-1
Cc1ccc(C(=O)N2CCCC(C(=O)c3ccc(Cl)cc3C)C2)cn1 (stereo not drawn)	7	-4	-3	-0.3	1.4	1.2	-10	16	4	4
CCCC[C@H]1COCCS(=O)(=O)N1Cc1ccc(F)cc1	20	-10	2	i	1.2	0.1	-26	-8	5	-8
Nc1nc2c(s1)CCc1ccccc1-2	6	-1	-4	-1.2	8.1	2.3	56*!	-1	3	-5
CC(=O)Nc1nc2c(s1)CCc1ccccc1-2	-2	-3	-5	i	-0.7	-0.3	-1	4	8	5
CCc1cc(Cl)c(OC)c(C(=O)NC[C@@H]2CCCN2CC)c1O	.	-10&0	.	-0.4	0.0&1.1	1.5&-1.2	-1	1&-3	6&9	-1
CCC(C)(C)c1ccc(OCCN2C(=O)NC(C)(C)C2=O)cc1	4	0	4	-12	.	0.2	-9	11	0	0
COc1ccc(-c2noc(CCC(=O)N3CCN(Cc4ccccc4)CC3)n2)cc1	35	-1	2	-0.4	.	0.3	-17	28	4	-9
COc1cc(NC(=O)c2ccc(C)cc2C)ccc1NC(=O)c1cc2ccccc2o1	-18	5	6	i	1.0	-1.3	-10	-4	-28	-3
Cc1ccccc1CSCC(=O)NC1CCCC1	-15	1	4	i	.	0.9	1	3	3	4
Nc1c(-c2ccccc2)cnn1-c1ccccc1	-6	-7	2	i	-1.4	-1.7	-6	2	4	-5
O=c1[nH]c2c(c(=O)[nH]1)CCC2	8	-2	3	i	3.5	1.6	17	-7	-4	0
CC(=O)Nc1ccc(Nc2nc(C)c([N+](=O)[O-])c(N(C)c3ccccc3)n2)cc1	17	13	3	-0.5	3.4	1.0	13	7	9	-8
O=C(NNC1CCN(Cc2ccccc2)CC1)c1ccccc1	.	0	.	i	-2.2	0.7	-2	0	4	.
Cc1ccc(S(=O)(=O)NN=Cc2ccccc2Cl)cc1	.	-1	.	i	0.1	.	.	-2	5	.
Cc1cc(C)nc(CCNC(=O)c2cc(COc3ccc(F)cc3Cl)on2)n1	15	0	1	i	0.6	-0.5	-3	-4	10	1
O=C(CCN1CCc2ccccc2C1)Nc1ccc(F)cc1	-6	6	-3	-0.4	.	-0.7	0	-2	-4	3

Taken from above:
In TcdB GH inh, O=C(c1ccc(Cl)cc1)C1CCCN(C(=O)c2csnn2)C1 (stereo not drawn) shows 1.1
In SSB-PriA inh, Cc1ccc(S(=O)(=O)N2CCC(C(=O)Nc3ccc(S(=O)(=O)N4CCCC4)cc3)CC2)cc1C shows -12
In MazEF act, Nc1c(-c2ccccc2)cnn1-c1ccccc1 shows 4

Following part
SMILES	DUSP3 inh	Anthrax LF inh2	SARS 3CLpro inh	BH1578 lux ind	TcdB GH inh	PfHsp40 rescue	SSB-PriA inh	Y pestis TopoI	MazEF act	Rv3671c inh
Cc1ccc(NC(=S)N2CCC(C(N)=O)(N3CCCCC3)CC2)c(C)c1	11	-5	4	-0.3	0.8	1.2	1	-4	8	2
COc1ccccc1NS(=O)(=O)c1ccc2c(c1)CCN2C(=O)CCC(=O)O	17	6	-6	i	0.4	0.2	-6	2	0	-10
CC(OC(=O)/C=C/c1ccccc1)C(=O)N1CCc2ccccc21 (stereo not drawn)	.	-2	.	-1.4	1.3	0.9	-4	2	5	1
CCOc1ccc(N2C(=O)CSC2c2ccncc2)cc1 (stereo not drawn)	0	4	-7	i	.	0.9	9	4	-8	-2
CN(CC(=O)Nc1ccccc1Br)C(=O)COc1ccc2ccccc2c1	.	-12	.	-2.1	1.2	1.4	-13	32	10	-8
CCc1cc(-c2n[nH]c(=S)n2CC)cs1	2	2	4	-0.3	.	1.1	-19	-7	5	-3
CC(C)c1ccc(NC(=O)CCNS(=O)(=O)c2ccc3[nH]c(=O)oc3c2)cc1	12	-1	-3	i	1.2	1.9	-15	0	6	-8
COc1ccc(OC)c2sc(N(CCCN(C)C)C(=O)CCS(=O)(=O)c3ccccc3)nc12	.	-3	.	-0.4	0.9	0.9	19&14	-3	27	10
CCSc1nnc(CSc2ncccn2)n1C	22	-2	-3	-0.5	-0.7	-1.4	-2	8	-5	8
Cc1cc(C)c(S(=O)(=O)N2CCCC2=O)c(C)c1N(C)S(C)(=O)=O	9	-10	2	2.0	-1.0	-1.7	-7	17	4	.
Nc1nonc1-n1nncc1-c1ccccc1	25	-2	-2	-3.6	.	-1.5	-17	-4	3	-3
CCCCN(C)S(=O)(=O)c1ccc(C(=O)Nc2nnc(C3=COCCO3)o2)cc1	32	-2	5	0.1	0.6	-0.3	0	0	-2	-3
CC(C)c1ccc(N(C(=O)c2csnn2)C(C(=O)NC2CCCC2)c2cccnc2)cc1 (stereo not drawn)	35	15	15*	1.8	1.4	-1.3	0	13	8	3
Cc1nc2ccc(C(=O)Nc3cccc(OCC(=O)N(C)C)c3)cn2c1N(C)CC1CCCCC1	.	1	.	i	4.1	.	.	4	.	.
CCN1C(=O)C(C)C=C(C)C=C1C (stereo not drawn)	.	0	.	-3.3	-0.2	.	.	2	6	.
CCc1cc2c(NCCN3CCCCC3)ncnc2s1	28	4	4	i	.	1.8	-5	6	5	3
CSc1ccccc1C(=O)Nc1c(C)cccc1C	26	1	-5	-0.5	0.0	0.1	3	-13	0	-8
Oc1ccccc1C1NN=C(c2ccccc2)S1 (stereo not drawn)	11	.	1	-0.8	0.1	-0.3	-25	3	3	-5
CC(C)C[C@H](NC(=O)c1[nH]cnc1C(=O)Nc1ccccc1F)C(=O)OC(C)(C)C	.	-1	.	-0.4	0.0	.	.	33	-7	.
O=C(OCC(=O)N1CCN(c2ccccc2)CC1)c1cnc(Cl)c(Cl)c1	30	.	5	.	0.1	.	.	.	.	-7
CC1CCc2cc(F)ccc2N1C(=O)c1cccs1 (stereo not drawn)	5	-5	-1	-0.3	0.6	-0.7	-23	-9	3	6
O=C(O)c1ccc(CSCc2ccccc2Cl)o1	2	-2	-6	3.0	-1.7	0.6	0	0	0	-3
Clc1ccc(Cl)c(-c2nn3c(Cn4cnc5ccccc54)nnc3s2)c1	.	2	-5	-5.3	.	-2.2	-10	2	19	-1
COc1ccc(Nc2nc(C(=O)N3CCc4cc(OC)c(OC)cc4C3)cs2)cc1	9	2	-3	-0.5	1.2	1.3	17	3	-9	16
C=CCN1C(=O)C2C3CC(=O)C(c4ccccc43)C2C1=O (stereo not drawn)	15	-1	2	i	0.8	0.2	-7	2	2	1
SMILES	DUSP3 inh	Anthrax LF inh2	SARS 3CLpro inh	BH1578 lux ind	TcdB GH inh	PfHsp40 rescue	SSB-PriA inh	Y pestis TopoI	MazEF act	Rv3671c inh
COc1cccc(-n2c(SCC(N)=O)nnc2-c2ccncc2)c1	31	-2	-3	-1.5	.	-1.0	-1	2	3	6
COc1cccc(C(=O)NC(c2ccccc2)C2CCCC2)c1 (stereo not drawn)	15	0	1	i	0.3	0.2	-25	-1	5	4
Cc1ccc(Cn2c(SC(C)C(N)=O)nc3ccccc3c2=O)cc1 (stereo not drawn)	34	-3	4	-0.3	-2.1	-0.5	2	7	-9	-9
COc1ccccc1C1c2[nH]c3ccccc3c2CCN1Cc1ccc(NC(C)=O)s1 (stereo not drawn)	-11	-6	0	0.4	1.4	1.0	25	-16	-7	10
Oc1ccccc1/C=N/NC1=NCCCCC1	21	-1	3	-0.6	.	0.3	.	5	6	-8
Cc1ccc(CC(=O)CCc2ccccc2)cc1	.	-1	.	i	-0.2	-2.1	-49	7	1	3
CN(C)c1ccc(C(CNS(=O)(=O)c2ccc([N+](=O)[O-])cc2)N2CCCC2)cc1 (stereo not drawn)	.	0	.	-1.8	1.1	0.3	19	0	8	-3
O=C(OCc1csc(-c2ccccc2)n1)C1=NN(c2ccccc2)C(=O)CC1	.	0	.	-3.8	1.8	1.6	-26	27	-5	6
COc1ccc(CC(N)c2csc(Nc3nc(C)cnc3C)n2)cc1 (stereo not drawn)	.	-8	.	-0.4	1.6	.	.	-8	.	.
COCCCNC(=O)CC(NS(=O)(=O)c1ccc(Cl)cc1)c1ccco1 (stereo not drawn)	10	3	1	0.3	.	-0.7	-27	-6	3	8
COc1ccc(CN2CCNC(=O)C2CC(=O)N2CCCN(C(C)=O)CC2)cc1OC (stereo not drawn)	13	1	4	-0.4	0.4	2.3	-2	1	9	8
C/C(=N/NC(=O)c1ccccc1)C1=C(O)CC(C)(C)CC1=O	13	-3	-1	3.0	-1.2	0.9	.	-1	-2	9
Cc1ccc(C)c(NS(=O)(=O)c2ccc(OCC(=O)NCc3cccnc3)cc2)c1	14	-1	3	-0.3	-0.8	-2.3	-11	5	2	-7
CCOC(=O)CC(NC(=O)C1c2ccccc2Oc2ccccc21)c1ccc(C)cc1 (stereo not drawn)	-9	0	6	-0.1	.	-0.5	-11	17	-1	-6
CC(=O)Nc1sc(C)c(C)c1C(=O)OCC(=O)N(Cc1ccccc1)C(C)C	.	-3	.	-0.3	0.8	-1.5	0	-9	-6	3
Cc1nn(C)c(C)c1N1C(=O)c2cccc3c(N)ccc(c23)C1=O	12	-2	-34	i	.	-1.1	-3	-2	i	11
COc1ccc2cc(C3=CC(=O)CCC3)ccc2c1	.	-5	.	0.0	0.6	0.2	-5	20	8	.
C=C(C)COc1ccc(-c2n[nH]c(C)c2-c2ccc(Br)cc2)c(O)c1	1	-6	-1	-3.3	.	-1.2	-9	1	3	-5
O=C(O)CNC(=O)/C(=C\c1cccc([N+](=O)[O-])c1)NC(=O)c1ccco1	11	2	6	-0.1	1.6	24	-5	0	2	4
Cc1cc2cc(CNC(=O)c3ccc(C)c([N+](=O)[O-])c3)ccc2[nH]1	0	-69	1	-1.0	1.5	20	23	3	6	-6

Bioassay records from PubChem.

Some of the compounds tested; the hit share may differ from the screen's.
